Compound activity (PubChem BioAssay)
BioA inh: blocks M. tuberculosis BioA enzyme activity | purified M. tuberculosis BioA enzyme, plate reader | inhibition, % at 9.99 µM | 360,000 compounds, 0.096% hits | AID 602481; in the data active = inhibition above about 40%
GDH-TPI inh: GDH-TPI coupled enzyme inhibition counter-screen | AID 588335 | GDH-TPI coupled enzyme counterscreen, NADH absorbance | inhibition, % at 4.8 µM | 360,000 compounds, 1.2% hits; in the data active = inhibition above about 30%;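 also: 0% = DMSO wells and 100% = wells lacking the enzyme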
UGM FP inh: blocks M. tuberculosis UGM enzyme | purified UGM, fluorescence polarization probe displacement | inhibition, % at 10 µM | 320,000 compounds, 0.06% hits; in the data active = inhibition above about 10%, passing the limit was not always enough
Target sequence (P9WIQ1 whole entry, looked up): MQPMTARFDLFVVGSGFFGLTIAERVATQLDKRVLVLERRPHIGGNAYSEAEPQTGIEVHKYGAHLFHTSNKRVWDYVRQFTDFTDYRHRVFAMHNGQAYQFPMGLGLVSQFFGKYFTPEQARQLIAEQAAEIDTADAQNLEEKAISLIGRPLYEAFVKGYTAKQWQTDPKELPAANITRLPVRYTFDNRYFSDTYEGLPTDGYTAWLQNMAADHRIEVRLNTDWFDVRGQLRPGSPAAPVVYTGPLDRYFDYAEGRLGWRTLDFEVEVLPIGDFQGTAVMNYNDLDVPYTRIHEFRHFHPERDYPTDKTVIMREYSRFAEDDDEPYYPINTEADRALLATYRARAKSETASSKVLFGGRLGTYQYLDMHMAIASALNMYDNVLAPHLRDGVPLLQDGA
FBA Mtb inh: inhibits M. tuberculosis FBA enzyme. purified M. tuberculosis FBA, fluorescence read-out. inhibition, % at 1 µM. AID 588726. 360,000 compounds, 2.3% hits. P9WQA3; in the data active = inhibition above about 27%;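 also: 0% = vehicle and 100% = reference inhibitor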
Target sequence (P9WQA3 whole entry, looked up): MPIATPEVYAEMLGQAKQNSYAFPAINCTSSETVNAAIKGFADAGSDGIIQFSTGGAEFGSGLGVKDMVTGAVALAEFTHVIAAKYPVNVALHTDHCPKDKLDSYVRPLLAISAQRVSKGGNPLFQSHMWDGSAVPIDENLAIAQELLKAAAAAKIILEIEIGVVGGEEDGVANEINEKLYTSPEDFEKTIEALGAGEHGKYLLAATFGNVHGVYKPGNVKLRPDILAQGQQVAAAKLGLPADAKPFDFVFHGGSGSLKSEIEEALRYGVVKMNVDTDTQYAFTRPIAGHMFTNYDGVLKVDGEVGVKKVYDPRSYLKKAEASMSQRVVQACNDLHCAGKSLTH
Vc quorum ag: induces V. cholerae light production without autoinducers; AID 588436; activation, % at 18.7 µM; 350,000 compounds, 0.16% hits; V. cholerae BH1578 lux reporter, luminescence, 6 h; in the data active = activation mostly above about 9.7%, no sharp cut-off; also: not every result past the cut was called active; inactives centre near 0; reference of the scale not given here
PriA SSB inh: blocks PriA binding to SSB C-terminal tail | AlphaScreen SSBct-PriA binding, biotinylated peptide | inhibition, % at 33 µM | 430,000 compounds, 0.6% hits | AID 1272365; in the data active = inhibition mostly above about 37%, no sharp cut-off; inactive = mostly below about 20%;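 also: plate controls were negative control peptide for no effect and reference peptide for full effect; strong numbers were not always called active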
VHR inh abs: DUSP3 (human) phosphatase inhibition | P51452 | recombinant VHR phosphatase, pNPP absorbance | inhibition, % at 13.3 µM | 290,000 compounds, 0.52% hits | AID 1654; in the data active = inhibition above about 50%; also: some compounds called inactive have numbers as strong as hits
Target sequence (P51452 whole entry, looked up): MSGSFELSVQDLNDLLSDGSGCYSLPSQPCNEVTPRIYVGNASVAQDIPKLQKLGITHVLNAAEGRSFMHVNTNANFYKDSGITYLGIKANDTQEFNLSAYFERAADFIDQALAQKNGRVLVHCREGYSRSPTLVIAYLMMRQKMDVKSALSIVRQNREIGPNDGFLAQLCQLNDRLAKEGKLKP
MazF activator: MazEF (E. coli) toxin RNase activation; P0AE70; FAM/BHQ RNA-DNA oligo cleavage fluorescence, 5 h; activation, % at 20 µM; 350,000 compounds, 0.32% hits; AID 504720; in the data active = activation above about 50%
Target sequence (P0AE70 whole entry, looked up): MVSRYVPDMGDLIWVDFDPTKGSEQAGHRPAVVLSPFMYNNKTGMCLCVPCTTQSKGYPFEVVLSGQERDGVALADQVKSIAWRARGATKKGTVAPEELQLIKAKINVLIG
3CLpro inhibitor: SARS-CoV 3CLpro protease inhibition; recombinant SARS-CoV 3CLpro, quenched FRET peptide cleavage; inhibition, % at 6 µM; 290,000 compounds, 0.14% hits; AID 1706; in the data active = inhibition above about 12%
Rv3671c inh: Rv3671c (M. tuberculosis) protease inhibition; P9WHR9; inhibition, % at 5.96 µM; 320,000 compounds, 0.048% hits; in the data active = inhibition above about 38%;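 also: extracellular domain of Rv3671c used as enzyme; 0% = enzyme with DMSO and 100% = no enzyme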
* = called active by the depositor; i = inactive; / = no result given; & = joins results of further samples. A portion of the library; the hit share may differ from the screen's.

SMILES	BioA inh	GDH-TPI inh	UGM FP inh	FBA Mtb inh	Vc quorum ag	PriA SSB inh	VHR inh abs	MazF activator	3CLpro inhibitor	Rv3671c inh
Cc1ccccc1OCC(=O)OCC(=O)Nc1ccc(S(N)(=O)=O)cc1	0.6	1.3	-0.7	2.3	i	-1.0	21.2	8.9	-7.1	-0.6
CSCCC(NC(=O)c1ccccc1Cl)C(=O)NCC(c1ccco1)N1CCCCC1 (centres undefined)	-0.6	-5.0	0.0	0.8	-0.7	-3.2	/	4.5	/	-3.9
CC1C(=O)N2CCCc3cc(NC(=O)C(=O)NCc4ccc5c(c4)OCO5)cc1c32 (centres undefined)	-1.7	5.2	1.1	0.0	-1.4	-14.0&-0.6	/	-2.1	/	-5.1
COCCN1CCN(C(=O)C2CCC(=O)N(Cc3ccc(Cl)cc3)C2)CC1 (centres undefined)	-0.4	2.2	4.2	1.9	-0.2	-6.9	34.8	8.1	-1.2	-2.8
NC(=O)c1cc(S(=O)(=O)NCc2ccc(F)cc2)cs1	-0.4	4.5	1.2	-0.8	i	-4.5	27.7	10.7	6.9	1.6
COC(=O)c1ccc(C(=O)OC)c(NC(=O)CN(C)Cc2cccc(Cl)c2Cl)c1	-1.2	-6.3	0.1	2.0	i	-16.2	-3.9	-7.7	3.3	-9.9
O=C(O)c1ccc(Nc2nc3ccccc3nc2NS(=O)(=O)c2ccc(F)cc2)cc1	-6.9	32.8*	3.6	45.8*	-0.3	-8.0	12.8	-5.6	6.9	13.1
Cc1ccc(S(=O)(=O)NN2C(=O)/C(=C/c3cccs3)SC2=S)cc1	-4.6	31.2*	-1.1	-3.7	i	-5.5	8.4	2.0	0.7	0.7
O=C(Nc1cccc(Br)c1)c1ccc(OC2CSC2)cc1	/	/	-0.4	/	/	/	19.9	/	2.4	-3.4
NC(=S)N/N=C/c1ccc(C23CC4CC(CC(C4)C2)C3)cc1	/	/	0.6	/	/	/	1.0	-37.0	14.0*	-13.2
CSc1nc(N2CCOCC2)c2ccccc2n1	/	18.6	2.0	0.5	-0.1	-13.2	1.2	-7.8	-3.5	3.7
CCc1nnc(NC(=O)C2CCC2)s1	-3.4	8.8	-0.8	1.1	-0.3	-4.6	-0.5	-20.0	5.0	1.6
O=C(NNc1c([N+](=O)[O-])cc(C(F)(F)F)cc1[N+](=O)[O-])c1ccco1	1.8	20.6	-2.5	-2.0	0.7	33.6	28.6	-1.1	3.7	-0.2
COc1ccc(S(=O)(=O)N2CCOCC2)cc1C(=O)Nc1cc(C)on1	6.7	2.2	2.0	-0.4	i	-2.1	10.9	1.5	0.8	0.8
Cc1cc(=O)oc2cc(OCC(=O)OC(C)C(=O)Nc3ccc(S(N)(=O)=O)cc3)ccc12 (centres undefined)	/	17.6	-2.0	33.4*	/	0.7	/	7.3	/	-0.6
COc1ccc(NC(=O)C2(C)CCCN(C(C)C)C2)cc1OC (centres undefined)	-0.4	8.8	/	1.8	-0.3	/	/	/	/	/
Cc1nc(Sc2cccn2C)c(C(F)(F)F)c(=O)[nH]1	-1.7	-6.4	0.7	1.1	-0.2	1.4	35.7	3.9	0.2	-4.4
COc1cc(C(=O)NN2C(=O)NC3(CCC(C)CC3)C2=O)ccc1OC(F)F (centres undefined)	-2.8	-2.1	1.0	-4.8	i	-10.0	/	5.3	/	-6.5
O=C(N/N=C/c1ccc2c(c1)OCO2)c1cc(-c2ccncc2)nc2ccccc12	/	23.0	1.5	-6.7	-0.7	/	11.5	1.1	-1.9	-18.9
O=C(CSc1nnc(-c2ccccc2)n1-c1ccc(Cl)cc1)N/N=C/c1ccco1	-0.7	1.9	1.9	-1.0	-0.2	/	-3.9	5.9	3.5	4.6
Cc1cc(S(=O)(=O)N2CCN(c3ccccc3F)CC2)ccc1-n1cnnn1	0.6	-11.5	4.6	1.7	0.4	-6.1	21.1	-17.3	-1.8	6.8
O=C(O)c1oc2ccccc2c1CSc1ccccn1	/	1.0	0.6	0.6	-0.2	-10.9	7.0	-1.3	0.2	4.0
CCN1CCCC1CNC(=O)C(=O)Nc1ccccc1OC (centres undefined)	-1.7	-3.2	0.8	1.1	i	4.0	21.9	-1.2	-0.6	4.0
COc1ccccc1OCC(=O)Nc1ccc(S(=O)(=O)Nc2nccs2)cc1	0.9	6.2	2.3	-2.7	i	-7.0	8.5	-5.4	-0.9	-1.6
O=C(CCCSc1nc2ccccc2c(=O)[nH]1)c1ccc(F)cc1	/	0.0	0.3	1.8	-0.4	6.8	4.7	0.3	6.9	-16.2
Cc1cc(=O)[nH]c(Sc2c(-c3ccccc3)c3ccccc3[nH]c2=O)n1	-2.9	15.5	0.8	2.7	i	-11.2	6.2	3.5	-3.4	0.7
CCN(Cc1ccccc1)C(=O)COC(=O)CNC(=O)c1ccc(C)s1	/	1.5	0.0	0.3	-0.2	-5.1	28.0	-15.9	3.9	-2.8
CCOc1ccc(NC(=O)CN(C)c2nnnn2-c2ccccc2)cc1OCC	-0.1	-11.3	1.7	1.6	i	-5.2	17.2	8.1	-2.9	3.3
Cc1cc(C)cc(NC(=S)NC2CC3CCCC(C2)N3C2CC2)c1 (centres undefined)	/	-1.9	1.1	1.0	0.1	-0.8	11.8	6.1	2.4	-4.8
COCCc1nc2ccc(C(=O)NCc3cccc(-n4cccn4)c3)cc2o1	-4.2	3.1	-1.4	4.5	-0.3	-13.9	39.9	-23.7	-9.2	-8.7

Five of these compounds, reformatted:
Results follow in this order: BioA inh, GDH-TPI inh, UGM FP inh, FBA Mtb inh, Vc quorum ag, PriA SSB inh, VHR inh abs, MazF activator, 3CLpro inhibitor, Rv3671c inh
- O=C(CCCSc1nc2ccccc2c(=O)[nH]1)c1ccc(F)cc1
    /, 0.0, 0.3, 1.8, -0.4, 6.8, 4.7, 0.3, 6.9, -16.2
- COc1ccccc1OCC(=O)Nc1ccc(S(=O)(=O)Nc2nccs2)cc1
    0.9, 6.2, 2.3, -2.7, i, -7.0, 8.5, -5.4, -0.9, -1.6
- CCN(Cc1ccccc1)C(=O)COC(=O)CNC(=O)c1ccc(C)s1
    /, 1.5, 0.0, 0.3, -0.2, -5.1, 28.0, -15.9, 3.9, -2.8
- COCCc1nc2ccc(C(=O)NCc3cccc(-n4cccn4)c3)cc2o1
    -4.2, 3.1, -1.4, 4.5, -0.3, -13.9, 39.9, -23.7, -9.2, -8.7
- O=C(O)c1oc2ccccc2c1CSc1ccccn1
    /, 1.0, 0.6, 0.6, -0.2, -10.9, 7.0, -1.3, 0.2, 4.0

Further entries
SMILES	BioA inh	GDH-TPI inh	UGM FP inh	FBA Mtb inh	Vc quorum ag	PriA SSB inh	VHR inh abs	MazF activator	3CLpro inhibitor	Rv3671c inh
COc1ccc(Oc2nc3ccccc3n3cccc23)cc1	-0.7	5.1	0.7	-1.1	7.3	-22.4	30.9	-4.4	3.9	6.4
COc1ccccc1N1CCN(Cc2ccc(F)cc2)CC1	0.7	0.0	-0.7	2.8	-0.5	8.6	17.7	-6.0	-1.9	-1.2
C=CCn1c(SCC(=O)NC2CCCC2)nc2c([nH]c3ccccc32)c1=O	-1.0	4.5	-2.5	2.2	i	3.6	14.5	-3.1	-2.1	-3.0
CC1CCCCC12NC(=O)N(CC(=O)N1CCN(S(=O)(=O)c3ccc4c(c3)CCC4)CC1)C2=O (centres undefined)	/	3.2	/	3.0	0.5	2.8	/	2.5	/	/
COc1cc(O)cc2c1C(=O)OC(C)CCCC(=O)CCC/C=C\2 (centres undefined)	-1.5	-3.1	-3.1	4.4	i	/	1.4	4.9	6.7	10.4
COc1ccc(CNC(=O)COC(=O)C2CCN(S(=O)(=O)c3ccccc3C(F)(F)F)CC2)cc1	-0.1	-2.6	1.0	1.6	-0.3	-7.3	-12.9	-4.8	4.2	-19.2
COC(=O)[C@H]1[C@@H](C)N(Cc2ccccc2)C(=O)N[C@H]1c1cccc(C(F)(F)F)c1	1.1	6.7	-2.4	4.9	i	5.0	/	-3.4	/	-6.3
CNS(=O)(=O)c1ccc(CNC[C@H]2O[C@@H](n3cnc(C(N)=O)n3)[C@H](O)[C@@H]2O)cc1	-1.0	4.2	/	3.0	-0.2	-7.0	/	8.6	/	/
CCc1nnc(NC(=O)CSc2nnnn2-c2cccc(C(=O)OC)c2)s1	-1.3	5.0	-1.6	-1.5	-0.4	3.2	7.9	-3.5	-4.4	0.5
COc1ccc(S(=O)(=O)N2CCOCC2)cc1NC(=O)CSc1ncnc2ccccc12	/	2.7	-1.1	2.7	-0.3	-9.8	22.2	-3.5	3.4	-8.9
CC(C)c1cc(C(N)=O)c(NC(=O)c2cccc(COc3ccc(Cl)cc3)c2)s1	-2.0	14.3	-0.4	7.0	-0.3	-10.4	29.6	-32.3	1.1	-79.4
O=C(Nc1cccc(Cl)c1)N1CCc2ccccc2C1	0.4	10.0	-0.3	3.0	-0.4	-28.1	5.2	-0.6	2.8	1.1
Cc1cc(/C=C2/C(=N)N3C(=NC2=O)SN=C3S(C)(=O)=O)c(C)n1-c1ccc(F)cc1	/	6.5	1.2	6.5	-0.1	-12.8	11.9	-5.7	-0.9	-4.9
O=C(CCc1nc(-c2ccc(Cl)cc2)no1)NC1CCCC1	0.0	6.7	0.1	-1.3	-2.1	-10.1	14.2	-8.9	-2.6	-7.8
CCN(CC)S(=O)(=O)c1ccc(N2CCOCC2)c(NC(=O)COc2ccc(Cl)cc2)c1	-0.6	9.1	-4.0	4.3	-4.8	-3.8	7.2	6.5	3.0	3.5
Cc1cccc(N2C(=O)CC(=O)NC2=O)c1	-2.7	5.3	-2.2	-3.9	-0.1	-17.0&-9.4	7.2	-2.8	-0.1	2.1
COc1ccccc1/C=N/n1nnnc1N	1.7	24.0	-2.3	8.0	i	/	-4.7	-8.4	0.9	/
CC(CCc1ccccc1)NC(=O)CC(C)c1ccccc1 (centres undefined)	0.0	-6.6	3.0	-1.4	-0.3	-22.4	20.7	7.9	-0.2	3.7
CCn1c(=O)c(C(=O)NCc2ccccc2Cl)c(O)c2ccccc21	-0.7	3.1	0.6	0.3	i	-15.9	-7.4	-3.3	1.7	/
Cc1cccn2c(=O)c3cc(C(=O)N4CCCCC4)sc3nc12	-0.8	31.3*	-0.9	63.9*	-0.3	-15.3	21.1	1.4	-0.3	-2.9
O=C(C1=NNC2C(=O)N(c3ccccc3)C(=O)C12)c1nc(Cl)ccc1Cl (centres undefined)	2.6	17.2	0.4	-3.5	-0.4	-1.1	20.1	0.2	-4.8	-9.5
O=C(NCc1cccnc1)C(=O)N/N=C/c1ccc([N+](=O)[O-])cc1	/	18.6	2.6	-2.2	-0.2	/	12.5	4.3	-0.3	-4.4
COc1ccc(NC(=S)N2CCc3ccccc3C2)cc1	/	-3.8	2.6	3.1	-0.4	8.7	-4.1	-2.2	-2.2	3.8
O=C(c1ccc([N+](=O)[O-])cc1)N(C1=NCCCCS1)c1ccccc1	-2.1	-2.1	-2.0	-0.1	i	-14.7	22.9	0.3	-0.2	1.5
O=C(CF)N(O)c1ccc(C=Cc2ccccc2)cc1	/	26.1	/	-3.4	3.0	-3.5	/	4.3	/	/
Cc1cccc(C)c1NC(=O)c1csc([C@H]2C[C@H](O)[C@@H](CO)O2)n1	-1.0	-3.5	/	1.6	-0.3	/	/	/	/	/
Cc1cccc(N=C2NC(=O)/C(=C/c3cccn3C)S2)c1C	-0.2	3.1	-1.4	-8.1	-0.5	4.8	13.3	-18.9	4.9	-9.7
O=C(Cc1ccccc1)N1CCC(c2nc(-c3ccc(F)cc3)no2)CC1	/	-8.1	1.3	0.4	i	-23.0	4.9	-2.0	2.6	4.0
CCOC(=O)N1CCC(NS(=O)(=O)c2cc(Br)cnc2N)CC1	-0.9	-8.2	2.8	2.5	i	-7.3	28.6	-8.1	-0.5	-3.0
Cc1ccc(C(=O)OCc2cc(=O)n3c(C)csc3n2)s1	1.8	22.5	-0.4	10.2	-0.8	-17.3	/	-15.7	/	-0.6
Cc1ccc(NC(=O)CN(C)S(=O)(=O)c2cccc3nsnc23)cc1	/	-6.7	-2.1	-3.5	-0.4	-4.7	-16.2	-2.7	-5.0	-1.3
